# TDP1 cell noCPT: qHTS for Inhibitors of human tyrosyl-DNA phosphodiesterase 1 (TDP1): qHTS in cells in absence of CPT; AID 686978, 2013; DT40 Tdp1-/- hTDP1 cells, no CPT, ATP luminescence, 48 h; 420,000 compounds, 15% hits; Potency, µM (highest dose often 46.2 µM), for inactives: at the highest dose activity change, negative = growth inhibition, most hits filed as inhibitors; note: nearly all actives have a fitted effect of over 55% in size
#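 Camptothecin absent (DMSO only). Human TDP1-complemented DT40 knockout cells, 400 cells/well, 37 °C for minimum 48 hr; ATP measured via CellTiter-Glo, 30 min dark incubation, luminescence.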
# TDP1 block: inhibitors of human tyrosyl-DNA phosphodiesterase TDP1; AID 485290; 350,000 compounds, 0.28% hits; Q9NUW8; recombinant TDP1, AlphaScreen DNA substrate cleavage; Potency, µM (doses to about 130 µM), for the others: top-dose activity change, negative = inhibition, usual class: inhibitors; note: nearly all actives have a fitted effect of over 40% in size
# Target sequence (Q9NUW8 whole entry, looked up): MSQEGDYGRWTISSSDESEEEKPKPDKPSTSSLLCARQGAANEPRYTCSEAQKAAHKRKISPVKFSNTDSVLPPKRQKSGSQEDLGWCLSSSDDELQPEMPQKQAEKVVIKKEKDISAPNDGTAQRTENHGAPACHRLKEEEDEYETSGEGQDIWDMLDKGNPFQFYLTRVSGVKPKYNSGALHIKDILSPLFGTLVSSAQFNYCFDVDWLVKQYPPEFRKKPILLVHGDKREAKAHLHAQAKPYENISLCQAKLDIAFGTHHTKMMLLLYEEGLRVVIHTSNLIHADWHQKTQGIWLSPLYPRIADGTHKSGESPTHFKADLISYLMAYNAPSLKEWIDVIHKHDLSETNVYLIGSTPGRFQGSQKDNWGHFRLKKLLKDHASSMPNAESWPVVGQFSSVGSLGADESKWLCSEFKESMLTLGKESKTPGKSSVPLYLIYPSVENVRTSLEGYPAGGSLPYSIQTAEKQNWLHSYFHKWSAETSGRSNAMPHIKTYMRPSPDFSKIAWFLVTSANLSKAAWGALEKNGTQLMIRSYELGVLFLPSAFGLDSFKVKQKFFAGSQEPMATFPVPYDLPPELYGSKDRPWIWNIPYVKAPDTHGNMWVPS
#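 Here, a 5' biotin and 3' phosphotyrosine-FITC DNA oligonucleotide reports Tdp1 activity: intact substrate bridges AlphaScreen beads, while cleavage leaves a 3' phosphate and drops signal. All incubations at room temperature.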
# TDP1 cell CPT: growth inhibition of DT40 Tdp1-/-;hTDP1 cells with camptothecin (screen for TDP1 inhibitors); Potency, µM (top dose mostly 46.2 µM), inactives show at the top dose activity change, negative = growth inhibition, most hits filed as inhibitors; chicken DT40 Tdp1-/-;hTDP1 cells + 20 nM CPT, ATP luminescence, 48 h; 420,000 compounds, 12% hits; note: nearly all actives have a fitted effect of over 55% in size
#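 Chicken DT40 Tdp1-/- cells complemented with human TDP1, 400 cells/well, exposed to compounds plus 20 nM camptothecin for at least 48 h at 37 C; viability read as ATP content by CellTiter-Glo luminescence.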
# * hit, by the source's call; ? = inconclusive; . = not tested or not shown; & = joins results of further samples; [ ] = remark or other dose. Calls come from the whole dose curve; as a rule, active = well fitted curve in the direction sought with a large enough effect; inconclusive = small, poorly fitted or top-dose-only effect, or another doubt; inactive = no such curve, though single readings can be large; an effect the other way counts as inactive or inconclusive. % is set by controls: 0 for no effect and ±100 for the full control effect; potency is the fitted concentration of half-maximal effect.
(1) COc1cc2c(cc1NC(=O)CSc1ccccn1)oc1ccccc12
(2) O=C(NCC1CCCO1)C1CCN(S(=O)(=O)c2cc(Cl)ccc2Cl)CC1 (configuration not stated)
(3) CC1(C)CC(=O)c2sc(NC(=O)c3ccco3)nc2C1
(4) CCOc1ccc2oc(C(=O)OCC(=O)NC3CC3)c(C)c2c1
(5) CCCN(CCC)CCNS(=O)(=O)c1ccc2c(c1)oc(=O)n2C
(6) COc1ccc(OC)c(NC(=O)CSc2ccc(-c3cccs3)nn2)c1

screen / no. | 1 | 2 | 3 | 4 | 5 | 6
TDP1 cell noCPT | ? | -4% | -24% | -1% | -7% | ?
TDP1 block | 0% | . | -2% | 0% | 6% | 3%
TDP1 cell CPT | ? | 1% | -11% | -8% | -2% | ?

(7) COc1ccc(C)cc1NC(=O)CN(c1ccccc1)S(C)(=O)=O
(8) Cc1[nH]n(-c2ccccc2)c(=O)c1C=Nc1ccc(S(=O)(=O)N(C)C)cc1
(9) O=C1C2C(c3ccccc3)C=CC(c3ccccc3)C2C(=O)N1c1ccccn1 (configuration not stated)
(10) CCN(Cc1nc2ccccc2c(=O)[nH]1)Cc1cc(=O)oc2cc(C)c(C)cc12
(11) COc1ccc(C(CNC(=O)c2ccc(C)o2)N2CCOCC2)cc1 (configuration not stated)
(12) O=C(c1c[nH]c(C(=O)C(Cl)(Cl)Cl)c1)c1ccc(F)cc1Cl

screen / no. | 7 | 8 | 9 | 10 | 11 | 12
TDP1 cell noCPT | -21% | ? | ? | ? | -1% | 13µM*
TDP1 block | 0% | 3% | 5% | . | 5% | 5%
TDP1 cell CPT | 2% | -8% | -5% | ? | 7% | ?

# In the list so far, these contain an NH in an aromatic ring:
(8) Cc1[nH]n(-c2ccccc2)c(=O)c1C=Nc1ccc(S(=O)(=O)N(C)C)cc1
(10) CCN(Cc1nc2ccccc2c(=O)[nH]1)Cc1cc(=O)oc2cc(C)c(C)cc12
(12) O=C(c1c[nH]c(C(=O)C(Cl)(Cl)Cl)c1)c1ccc(F)cc1Cl

screen / no. | 8 | 10 | 12
TDP1 cell noCPT | ? | ? | 13µM*
TDP1 block | 3% | . | 5%
TDP1 cell CPT | -8% | ? | ?

# (cont.)
(13) CSc1cccc(NC(=O)CCCOc2ccc(Cl)cc2Cl)c1
(14) COc1cc(C(=O)OCC2CC(c3ccccc3)=NO2)cc(OC)c1OC (configuration not stated)
(15) CC(=O)c1c(C)[nH]c(C(=O)CSc2nnc(N)s2)c1C
(16) COc1ccc(S(=O)(=O)N2CCCC2c2cccs2)cc1 (configuration not stated)
(17) COc1ccccc1NC(=O)C1=C(C)Nc2nc(CCCO)nn2C1c1ccc2c(c1)OCO2 (configuration not stated)
(18) CN(C)c1nc(-c2ccccn2)nnc1-c1ccccc1

screen / no. | 13 | 14 | 15 | 16 | 17 | 18
TDP1 cell noCPT | -17% | ? | ? | 8.2µM* | 14% | 15µM*
TDP1 block | -5% | 8% | 3% | 0% | 3% | 10%
TDP1 cell CPT | 1% | -4% | ? | 5.8µM* | -1% | 10µM*

# Along the list, from the results shown:
# Entries 13–18 in TDP1 block read -5%, 8%, 3%, 0%, 3%, 10%

# Entries above that contain a thiophene ring, fused or not, in the order listed:
(6) COc1ccc(OC)c(NC(=O)CSc2ccc(-c3cccs3)nn2)c1
(16) COc1ccc(S(=O)(=O)N2CCCC2c2cccs2)cc1 (configuration not stated)

screen / no. | 6 | 16
TDP1 cell noCPT | ? | 8.2µM*
TDP1 block | 3% | 0%
TDP1 cell CPT | ? | 5.8µM*

# The listing continues.
(19) Cc1cccc(C)c1NC(=O)c1c[nH]c2ccccc12
(20) Cc1cc[n+](CC(=O)c2ccccc2)c2ccccc12
(21) CCN(CC)C(=O)Cn1cc(C(=O)C(=O)N2CCN(c3ccc(OC)cc3)CC2)c2ccccc21
(22) O=C(c1[nH]ncc1-c1ccccc1)C1CO1 (configuration not stated)
(23) COCOc1ccc(-c2cc(=O)c3c(OCOC)cc(OCOC)cc3o2)cc1
(24) CCSc1nc2ccccc2n1C(=O)c1ccc(S(=O)(=O)N2CCCCC2)cc1

screen / no. | 19 | 20 | 21 | 22 | 23 | 24
TDP1 cell noCPT | 26µM* | -10%&-6% | 9% | 13µM* | ? | ?
TDP1 block | . | 5% | 6% | -3% | . | 0%
TDP1 cell CPT | 18µM* | 12%&11% | -13% | 9.2µM* | ? | ?

(25) COc1ccc(S(=O)(=O)NCCOc2cccc3cccnc23)cc1OC
(26) Cc1ccc(C(=O)C(C)Oc2ccc3ccc(=O)oc3c2)cc1 (configuration not stated)
(27) CCn1c(SCC(=O)N2CCC(C(N)=O)(N3CCCCC3)CC2)nnc1-c1ccccc1
(28) COc1ccc(NC(=O)CCS(=O)(=O)c2cc3c4c(c2)CCN4C(=O)CC3)cc1OC
(29) COc1c2c(cc3c1C(CC(O)C(C)C)N(C)CC3)OCO2 (configuration not stated)
(30) O=C(c1cc(-c2ccc3c(c2)OCO3)on1)N1CCOCC1

screen / no. | 25 | 26 | 27 | 28 | 29 | 30
TDP1 cell noCPT | 0% | ? | 2% | -4% | -13%[9.04 µM] | 1%
TDP1 block | 2% | 4% | -3% | 3% | 4% | 2%
TDP1 cell CPT | 3% | ? | -4% | -16% | 6%[9.04 µM] | 2%

(31) CC[C@]12c3[nH]c4ccc(Cl)cc4c3CCN1C(=O)[C@@H](CC(=O)NCCN1CCOCC1)C[C@@H]2C(=O)N1CCN(C(=O)c2ccco2)CC1
(32) CC(=O)Nc1cccc(C(=O)/C=C/c2ccc[nH]2)c1
(33) COc1ccc(C2/C(=C(/O)c3ccc(F)cc3)C(=O)C(=O)N2CCCN2CCOCC2)cc1OC (configuration not stated)
(34) CCCCCOc1ccc(C(=O)NCCC(=O)NCCCC(=O)OCC)cc1
(35) Cc1cccc(C)c1OC(=O)CSc1nnc(-c2cccs2)o1
(36) CCc1ccc(S(=O)(=O)Nc2ccc(C)c(NS(C)(=O)=O)c2)cc1

screen / no. | 31 | 32 | 33 | 34 | 35 | 36
TDP1 cell noCPT | -2% | ? | -11% | ? | 4% | -2%
TDP1 block | 0%[56.1 µM] | 0% | . | 0% | 6% | -1%
TDP1 cell CPT | -12% | ? | -2% | 5% | 0% | -21%

# Complete entries, looked up by structure. Order of screens: TDP1 cell noCPT	TDP1 block	TDP1 cell CPT
# Profile of `COc1ccc(C2/C(=C(/O)c3ccc(F)cc3)C(=O)C(=O)N2CCCN2CCOCC2)cc1OC` (configuration not stated) = -11%	.	-2%
# Profile of `CCCCCOc1ccc(C(=O)NCCC(=O)NCCCC(=O)OCC)cc1` = ?	0%	5%
# Profile of `CCc1ccc(S(=O)(=O)Nc2ccc(C)c(NS(C)(=O)=O)c2)cc1` = -2%	-1%	-21%

# (further entries)
(37) Cc1ccc(NC(=O)N[C@@H](CC(C)C)C(=O)O)c(C)c1
(38) O=[N+]([O-])c1ccccc1CNCCCCO
(39) C=C(C)Cn1c(N2CCN(c3ccc(OC)cc3)CC2)nc2c1c(=O)n(C)c(=O)n2C
(40) Cc1ccc(N(Cc2cccs2)C(=O)C(C)Oc2ccc(Cl)c(C)c2)cc1 (configuration not stated)
(41) CCOc1cc(/C=N\NC(=O)c2ccc(NC(=O)C(C)(C)C)cc2)ccc1OC(=O)c1ccc(OC)cc1
(42) CC(CN(C)C)CN1c2ccccc2CCc2ccccc21 (configuration not stated)

screen / no. | 37 | 38 | 39 | 40 | 41 | 42
TDP1 cell noCPT | 4% | -1% | 13µM* | 9.2µM* | ? | ?
TDP1 block | . | -1% | 8% | ? | 3% | 0%&12%[56.1 µM]
TDP1 cell CPT | -8% | 4% | 16µM* | 12µM* | ? | ?

(43) CC1CCN(c2c([N+](=O)[O-])c(=O)oc3ccccc23)CC1
(44) COc1cccc(NC(=O)C2C3C=CC4(O3)C2C(=O)N(C(C)C)C4C(=O)NC2CCCCC2C)c1 (configuration not stated)
(45) c1cn(-c2ccc(-c3ccnc4ncnn34)cc2)cn1
(46) Cc1cc(C)nc(N(C#N)Cc2cccc(Cl)c2)n1
(47) CCC(Oc1ccccc1)C(=O)OCC(=O)Nc1sccc1C(N)=O (configuration not stated)
(48) O=C(N/N=C\c1ccc(Br)o1)C1COc2ccccc2O1 (configuration not stated)

screen / no. | 43 | 44 | 45 | 46 | 47 | 48
TDP1 cell noCPT | 23µM* | -22% | -1% | -22% | ? | 23%
TDP1 block | 3% | 0% | 0% | -3% | 2% | -9%
TDP1 cell CPT | 16µM* | -1% | -1% | -15% | ? | -14%

(49) Cc1cccc(OCCC(=O)Nc2ccc(C)c(S(=O)(=O)N3CCOCC3)c2)c1
(50) CN1CC(C(=O)Nc2ccc(F)c(Cl)c2)CC1=O (configuration not stated)
(51) COc1cc(C2C(C#N)=C(N)N(c3cccnc3)C3=C2C(=O)CCC3)ccc1O (configuration not stated)
(52) Cc1ccc(C(=O)NCc2cccnc2)o1
(53) O=C(CN1CCC(NC(=O)c2ccccc2F)CC1)NCc1ccc(F)cc1
(54) Cc1ccc(N2CC(C(=O)NC3CC3)CC2=O)cc1 (configuration not stated)

screen / no. | 49 | 50 | 51 | 52 | 53 | 54
TDP1 cell noCPT | ? | 4% | -1% | 15% | ? | 6%
TDP1 block | -1% | 3% | 4% | 4%[56.1 µM] | 1% | 11%
TDP1 cell CPT | ? | 1% | -1% | 13% | ? | -3%

(55) CCN(C[C@H]1N[C@@](C)(C(=O)OC)[C@H]2C(=O)N(Cc3ccccc3)C(=O)[C@@H]12)C(=O)COC
(56) NC(=O)N=Nc1c2[nH]c3ccccc3nc-2c2ccccc12
(57) COc1ccc(OC)c(-c2ccnc(-n3ncc(C(=O)NC(C)(C)CO)c3C3CC3)n2)c1
(58) c1ccc2oc(-c3ccn[nH]3)cc2c1
(59) O=C1OCCN1C(=O)[C@H]1[C@H](c2ccccc2)C(c2ccccc2)=NN1c1ccc(Br)cc1
(60) CCCCc1c(-c2ccc(Cl)cc2)ncn1CCc1ccccc1OC

screen / no. | 55 | 56 | 57 | 58 | 59 | 60
TDP1 cell noCPT | 13% | 8.2µM* | -14% | 5% | ? | 3.3µM*
TDP1 block | 1% | . | . | 7% | -9%[56.1 µM] | .
TDP1 cell CPT | -3% | 16µM* | -3%[9.04 µM] | 32%[activator] | -26% | 4.6µM*

(61) CCOC(=O)c1c(NC(=O)CN2C(=O)c3ccccc3C2=O)sc(Cc2ccc3c(c2)OCO3)c1C
(62) CCN(CC)S(=O)(=O)c1ccc2c3c(cccc13)C(=O)N2
(63) COCc1cccc(-c2csc(C(N)c3ccc(F)c(F)c3)n2)c1 (configuration not stated)
(64) Cc1cc(C)cc(-c2nnc(SCC(=O)NC3CC3)o2)c1
(65) COc1ccccc1OCCCCN1CCCCC1
(66) CC(=O)Nc1ccc(NC(=O)c2cc3sccc3n2Cc2ccc(Cl)cc2)cc1

screen / no. | 61 | 62 | 63 | 64 | 65 | 66
TDP1 cell noCPT | 1% | ? | ? | -2% | 7% | ?
TDP1 block | -5% | 5% | . | -2%[56.1 µM] | . | 1%
TDP1 cell CPT | -23% | -17% | -15% | -10% | -2% | ?

(67) Cc1ccc(C(=O)NNC(=O)Cc2cccs2)cc1
(68) CC(=O)N1N=C2/C(=C/c3ccccc3)CCCC2C1c1ccccc1 (configuration not stated)
(69) O=C(NNC(=S)Nc1cccc(Cl)c1)c1ccccc1OC(F)F
(70) N#C/C(=C\c1ccc(-c2ccc(C(=O)O)cc2)o1)C(=O)Nc1ccc(F)cc1
(71) C=CCOc1cccn2c(N(C)C(=O)c3ccccc3F)c(CC)nc12
(72) CC(=O)c1ccc(OCC(=O)Nc2nnc(C3CC3)s2)cc1

screen / no. | 67 | 68 | 69 | 70 | 71 | 72
TDP1 cell noCPT | -4% | ? | ? | 12µM* | -27% | -21%
TDP1 block | -3% | 6% | 8% | . | . | .
TDP1 cell CPT | -20% | ? | ? | ? | -50% | -30%

(73) Cc1ccc(S(=O)(=O)NC(=O)C2(C)CCN2C(=O)c2c(C)noc2C)cc1 (configuration not stated)
(74) Cc1ccc(OCc2ccc(C(=O)N3CCCC3)o2)c([N+](=O)[O-])c1
(75) COc1cccc(C(=O)n2nc(-c3cccnc3)nc2NCc2ccc(F)cc2)c1
(76) COc1cc(C(=O)NC(=S)Nc2ccc3c(c2)C(=O)N(C)C3=O)cc(OC)c1OC
(77) Cc1ccc(N=C2NC(=O)/C(=C\c3ccc(C)s3)S2)cc1

screen / no. | 73 | 74 | 75 | 76 | 77
TDP1 cell noCPT | -19% | ? | ? | 3.7µM* | ?
TDP1 block | . | 6% | 4% | -5% | 6%
TDP1 cell CPT | 4% | 7% | -18% | -4% | -16%
